Source: PubChem BioAssay
FBW7 activator: FBW7 E3 ligase activators, primary screen, biochemical, AlphaScreen, human. 0.13% of 650,000 active. AID 1259310, 2017. AlphaScreen FBW7–phospho-cyclin E peptide binding, activator screen. normalized activity (activation), % at 26.1 µM. F-box/WD repeat-containing protein 7 (Homo sapiens), Q969H0; in the data active means normalized activity above about 1.9%;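 further: purified mutant Fbw7 with reduced substrate affinity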
TEAD-YAP block: TEAD-YAP interaction inhibition, primary screen, TEAD-YAP interaction inhibitor project, luminescence, HEK-TIYL cells | TEAD-Gal4/YAP UAS-luciferase luminescence | inhibition, % at 9.12 µM | 1.4% of 640,000 active; in the data active means inhibition above about 32%;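 further: 0% = median of test compound wells and 100% = reference inhibitor wells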
GPR151 ag: activators of human GPR151, primary screen, cell-based, PathHunter beta-arrestin, luminescence. 1% of 650,000 active. G-protein coupled receptor 151 (Homo sapiens), Q8TDV0. PathHunter beta-arrestin GPR151 cells. activation, % at 11.2 µM; in the data active means activation above about 4.9%;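 further: 0% = median of compound wells and 100% = cells with positive control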
Target sequence (Q8TDV0 whole entry, looked up): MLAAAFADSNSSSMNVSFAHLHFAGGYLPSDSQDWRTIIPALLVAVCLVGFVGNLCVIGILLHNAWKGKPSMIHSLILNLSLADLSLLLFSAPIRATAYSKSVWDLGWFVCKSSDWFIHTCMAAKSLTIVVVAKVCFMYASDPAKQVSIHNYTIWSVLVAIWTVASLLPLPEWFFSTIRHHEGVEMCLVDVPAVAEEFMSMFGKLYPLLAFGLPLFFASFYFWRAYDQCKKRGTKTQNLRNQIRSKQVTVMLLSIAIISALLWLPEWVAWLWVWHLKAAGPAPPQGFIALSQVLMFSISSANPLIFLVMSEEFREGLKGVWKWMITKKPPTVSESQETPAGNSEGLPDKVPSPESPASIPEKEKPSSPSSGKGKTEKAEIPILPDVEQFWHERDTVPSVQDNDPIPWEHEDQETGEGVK
MITF inh: MITF inhibitors, primary screen, biochemical, AlphaScreen, human; AlphaScreen MITF homodimerization, bead proximity signal; inhibition, % at 2.6 µM; Microphthalmia-associated transcription factor (Homo sapiens), O75030; 0.91% of 650,000 active; in the data active means inhibition above about 50%;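 further: 0% = vehicle wells with protein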
Target sequence (O75030 whole entry, looked up): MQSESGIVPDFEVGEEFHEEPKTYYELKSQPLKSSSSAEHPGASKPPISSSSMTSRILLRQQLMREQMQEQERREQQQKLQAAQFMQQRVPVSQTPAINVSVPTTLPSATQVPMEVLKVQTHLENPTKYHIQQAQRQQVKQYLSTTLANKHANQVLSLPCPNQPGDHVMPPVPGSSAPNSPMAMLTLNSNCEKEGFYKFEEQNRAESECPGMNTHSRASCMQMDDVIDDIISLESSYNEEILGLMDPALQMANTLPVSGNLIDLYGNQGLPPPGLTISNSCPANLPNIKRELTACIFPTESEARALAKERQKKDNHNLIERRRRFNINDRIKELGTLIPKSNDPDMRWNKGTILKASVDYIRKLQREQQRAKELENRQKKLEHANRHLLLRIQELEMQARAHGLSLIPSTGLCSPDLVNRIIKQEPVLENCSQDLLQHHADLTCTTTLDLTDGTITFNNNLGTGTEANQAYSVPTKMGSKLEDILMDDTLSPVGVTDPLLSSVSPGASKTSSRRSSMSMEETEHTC
* marks the source's active call; other numbers are inactive results.

SMILES	FBW7 activator	TEAD-YAP block	GPR151 ag	MITF inh
FC(F)(F)c1ccc(Cn2cnc3c(NCCOc4ccccc4)nc(-c4ccccc4)nc32)cc1	0.1	-7	-1.2	-3
O=C(Nc1cccc(-c2ccco2)c1)C1CCN(C(=O)C2CCCCO2)CC1 (stereo not given)	0.5	1	-0.8	3
Cc1nn(CC(=O)O)c(C)c1Br	0.1	9	0.3	-4
CCN(CC)CCNc1nc2nonc2nc1NCCN(CC)CC	0.0	3	1.4	9
COc1cc(/C=C2\CCn3c2nc2cc(Cl)ccc2c3=O)cc(OC)c1OC	-0.1	-1	-0.1	-17
COc1cc(C(=O)Nc2ccc(-c3nc4ccc(C)cc4o3)cc2)cc(OC)c1OC	0.7	2	-0.5	7
CCn1c(SCCN2CCOCC2)nnc1-c1ccccc1OC	0.1	5	0.3	-15
CCCCNS(=O)(=O)c1ccc2nc(-c3cccnc3)cc(C(=O)NCCC)c2c1	0.2	1	0.2	13
CS(=O)(=O)c1cnc(-c2ccccn2)nc1-c1cccc(F)c1	-0.1	0	0.6	-1
COC(=O)c1ccccc1NC(=O)c1sc2ncn(CC(=O)N3CCCCC3)c(=O)c2c1C	0.4	-1	-0.9	20
O=C(NCCc1nc(-c2cccnc2)n[nH]1)c1nccc2ccccc12	0.7	-1	-0.7	21
Cc1noc(-c2ccc(NC(=O)c3cccnc3)cc2)n1	0.2	43*	-10	13
O=C(COc1ccccc1)N/N=C/c1ccc(OC2CSC2)cc1	0.1	14	-0.3	11
CCCCCCN1C(=O)C2C(C(=O)Nc3cccc(OC)c3)C3C=CC2(O3)C1C(=O)NC1CCCCC1C (stereo not given)	0.1	-14	-1.1	20
O=C(C1CCCO1)N1CCc2nc(N3CCOCC3)[nH]c(=O)c2C1 (stereo not given)	0.2	-8	1.1	7
COCCCNC(=O)CN1C(=O)/C(=C\c2ccc(Cl)cc2)Sc2ccccc21	-0.2	-1	0.6	-4
Cc1cc(-n2c(=S)sc3c(=O)[nH]c(SCC(=O)C(C)(C)C)nc32)ccc1Cl	0.1	4	1.1	5
Cc1cnc(C(=O)OCC(=O)c2ccc3c(c2)OCCO3)cn1	-0.2	-3	1.4	-8
O=C1C2CCCN2C(=O)N1c1ccc(Br)cc1 (stereo not given)	0.1	-8	0.4	51*
COc1ccc(-n2nc(C(=O)Nc3ccc(OC)c(OC)c3)c3ccccc3c2=O)cc1	0.0	3	0.5	15
Cn1c(=O)c2nc(-c3ccc(I)cc3)oc2c2ccccc21	0.0	-3	0.8	8
CCCCN1C(=O)c2ccc(C(=O)OCC(=O)c3ccc(CNC(C)=O)o3)cc2C1=O	-0.2	11	-0.8	15
O=C1CSC(c2cc3c(cc2[N+](=O)[O-])OCO3)N1c1cc(Cl)cc(Cl)c1 (stereo not given)	-0.3	1	3.4	-1
Cn1ncc(N)c1C(=O)N1CCOCC1	0.3	8	0.2	18
O=C1N(CCOc2ccccc2)c2ccccc2C1(O)c1c[nH]c2ccccc12 (stereo not given)	0.0	1	1.6	11
SMILES	FBW7 activator	TEAD-YAP block	GPR151 ag	MITF inh
O=C(/C=C/c1ccccc1)Nc1nnc(-c2ccncc2)s1	-0.1	-3	-1.0	2
CC1(C)NC(=O)N(CC(O)COc2ccc(-c3ccc(OCC(O)CN4C(=O)NC(C)(C)C4=O)cc3)cc2)C1=O (stereo not given)	0.0	2	2.6	12
c1ccc2[nH]c(CCCc3nc4ccccc4[nH]3)nc2c1	-0.1	-8	0.8	6
CC(C)=C1C2C=CC1C1C(=O)N(c3cccc4ccccc34)C(=O)C21 (stereo not given)	-0.1	6	-1.3	3
CCCc1ccc(-c2ccc(-c3noc(-c4cc(-c5ccncc5)nc5ccccc45)n3)cc2)cc1	-0.1	5	1.4	2
COc1ccc(Cn2nnnc2CN2CCN(c3ccc([N+](=O)[O-])cc3)CC2)cc1	0.1	-6	4.3	14
NC(=O)c1nc(-c2ccccc2Cl)nc2c1[nH]c(=O)n2-c1ccc(F)cc1	0.1	5	4.3	17
COc1ccc(C2(NC(=O)Cc3nn(C)c(=O)c4ccccc34)CCCCC2)cc1	0.1	-3	0.8	5
COc1cccc(/C=N/NC(=O)C(C)Oc2cccc(Cl)c2)c1 (stereo not given)	-0.1	-4	0.0	-13
COC(=O)c1cc(NC(=O)c2ccc(OC)c([N+](=O)[O-])c2)cc(C(=O)OC)c1	0.2	4	-1.2	19
CCOc1cc(/C=C2\N=C3CCCCCN3C2=O)ccc1O	0.3	-22	0.6	26
COC(=O)CSc1nnc2n(-c3ccc(OC)cc3)c(=O)c3c4c(sc3n12)CCCCC4	0.3	-3	0.6	23
O=C(Nc1ccc(N2CCOCC2)cc1)c1cnc(-c2ccccc2)s1	-0.2	5	-2.0	3
COc1cc(C(=O)Oc2ccc3c(c2)C(C)=CC(C)(C)N3)cc(OC)c1OC	-0.1	-6	-0.3	12
CN1C(=O)/C(=C/c2ccccc2)NC1=S	0.0	5	0.7	11
Cc1ccc(/C(O)=C2/C(=O)C(=O)N(CCCn3ccnc3)C2c2ccc(F)cc2)cc1 (stereo not given)	0.1	-10	-0.8	-18
NC(=O)c1ccc(NC(=O)CN2CCN(c3ccc(Cl)cc3)CC2)cc1	0.1	14	1.7	3
COC(=O)C1(NC(=O)c2ccccc2Oc2nc(OC)cc(OC)n2)CCCC1	0.1	-3	1.8	7
CCCCc1ccc(C(=O)N/C(=C\c2ccc(C)cc2)C(=O)NC2CCCCC2)cc1	0.0	-4	0.0	4
CCOc1ccccc1NC(=O)c1c(NC(=O)c2ccc(C)cc2)sc2c1CCC(C)C2 (stereo not given)	0.2	-1	1.7	13
O=C(NCCC(c1ccccc1)c1ccccc1)c1cnc2n(c1=O)CCS2	0.0	-5	0.2	-17
c1ccc2c(c1)OCC(c1nc(-c3ccc(-c4ccncc4)cc3)no1)O2 (stereo not given)	-0.2	-11	-0.8	0
Cc1nc(Nc2cccc([N+](=O)[O-])c2)c2c3c(sc2n1)CCC3	0.0	5	-0.7	2
Fc1ccccc1COc1nsnc1N1CCOCC1	-0.4	3	4.1	9
CCOC(=O)c1c(NC(=O)C(C)Sc2nnc(CNC(=O)Cc3ccc(OC)cc3)n2C)sc2c1CCCCC2 (stereo not given)	0.1	-2	-0.7	-18
SMILES	FBW7 activator	TEAD-YAP block	GPR151 ag	MITF inh
N#Cc1ccc(NC(=O)C(=O)Nc2ccc(C#N)cc2)cc1	0.6	5	-0.3	6
COc1ccc(OC)c(/C=C(\C#N)c2nc(-c3ccc(Cl)cc3)cs2)c1	0.0	9	-0.4	3
O=C(Nc1ccc2c(c1)CCC2)c1ccc2c(=O)n(-c3cccc(C(F)(F)F)c3)c(=S)[nH]c2c1	0.1	-7	-0.4	10
CCC(Nc1ccccc1)C(=O)N/N=C/c1ccc(O)c(OC)c1 (stereo not given)	0.0	0	1.7	-1
O=C1N=C(N2CCOCC2)S/C1=C\c1ccc(OS(=O)(=O)c2ccccc2)cc1	-0.2	12	-0.6	4
O=C(NNC(=O)c1ccco1)c1ccc(SCc2cccc(F)c2)c([N+](=O)[O-])c1	0.0	5	2.5	-2
CCCCCOc1ccc(NC(=O)Nc2ccc(Br)cc2)cc1	-0.1	-1	0.2	0
COC(=O)c1ccc(NC(=O)/C(=C\c2ccccc2)NC(=O)c2ccccc2Cl)cc1	0.0	-4	0.1	19
COc1cccc(C2=CC(c3cccc(OC)c3OC(F)F)n3ncnc3N2)c1 (stereo not given)	0.0	-6	-0.4	11
CCCCNC(=O)c1c[nH]c2ccc(S(=O)(=O)N(C)c3ccc(Cl)cc3F)cc2c1=O	0.2	10	-0.1	6
COC(=O)c1ccc(NC(=O)CC2C(=O)N(CCc3ccccc3)C(=S)N2CCc2ccc(OC)c(OC)c2)cc1 (stereo not given)	-0.4	4	-1.4	10
CN(CC1CCCO1)S(=O)(=O)c1ccc(C(=O)Nc2nnc(-c3ccccc3)o2)cc1 (stereo not given)	-0.6	0	-1.9	10
Cc1ccc(C)c(OCC(=O)NNC(=O)c2ccc(=O)[nH]c2)c1	-0.1	14	0.1	3
CCN1CCc2c(sc(NC(=O)CCOc3ccccc3)c2C(=O)OC)C1	-0.3	7	4.6	13
Cc1ccccc1Cn1c(C(=O)O)c(CNC2CCCC(C)C2C)c2ccccc21 (stereo not given)	0.0	9	-0.1	0
COc1ccc(Cl)cc1N(CC(=O)Nc1ccc(F)c(F)c1)S(C)(=O)=O	-0.2	4	2.6	1
CC1CCCN(S(=O)(=O)c2cc(Br)cnc2N)C1 (stereo not given)	-0.1	-10	-1.7	7
O=S(=O)(c1ccccc1)N1CCN(Cc2ccc(Cl)cc2Cl)CC1	0.0	4	0.4	4
COC(=O)c1ccc(Oc2nc(Nc3ccccc3)nc(N(C)C)n2)cc1	0.0	-3	1.8	17
Nn1cc(-c2ccccc2)nc1SCC(=O)c1ccc(Cl)s1	-0.1	-6	-0.7	-1
COc1ccc(/C=C2\C=C(c3ccccc3)N(c3ccccc3Br)C2=O)cc1Br	0.1	6	0.7	-6
CN(C)CCCN1C(=O)C(=O)/C(=C(\O)c2ccc(F)cc2)C1c1cccs1 (stereo not given)	0.4	-4	-1.3	22
CC1=C(C(=O)Nc2ccc(Cl)cc2)C(c2ccccc2Cl)n2ncnc2N1 (stereo not given)	0.2	-2	0.3	-11
CCOc1ccc(OCC)c(NS(=O)(=O)c2c[nH]c(C(=O)OC)c2)c1	-0.1	53*	-1.1	-7
CC(C)CN1C(=O)C(C)(C)COc2cc(NC(=O)c3c(F)cccc3F)ccc21	0.2	13	-1.9	17
SMILES	FBW7 activator	TEAD-YAP block	GPR151 ag	MITF inh
CCC1CCCCN1CCCNC(=O)C1CCN(C(=O)c2cc3sccc3n2C)CC1 (stereo not given)	1.4	0	-2.8	13
CCN(CC)S(=O)(=O)c1ccc(C(=O)Nc2c3c(nn2C(C)(C)C)CS(=O)(=O)C3)cc1	-0.1	0	-0.4	11
O=C(NCCc1ccco1)C(=O)NCCC1CCCCN1S(=O)(=O)c1cccs1 (stereo not given)	-0.2	11	1.7	8
Cc1nnc2n(c1=O)C(CS(=O)(=O)c1ccccc1)CS2 (stereo not given)	0.0	-6	0.4	1
COc1ccc(S(N)(=O)=O)cc1C	0.1	4	-0.4	-6
O=C(Cc1cccc(O)c1)N1CCc2c(nc(N3CCCC3)[nH]c2=O)C1	0.1	-13	-1.4	16
Cc1ccc(NC(=O)c2cccc(NC(=O)c3ccc(Br)c([N+](=O)[O-])c3)c2)cc1	-0.1	2	-0.4	6
Cc1cccc(C)c1N(CC(=O)Nc1ccc2c(c1)OCCO2)S(C)(=O)=O	0.2	0	2.9	5
CCOCCn1c(-n2nc(C)cc2C)nc2c1c(=O)n(Cc1ccc(F)cc1)c(=O)n2C	0.3	-1	0.3	5
Cc1ccc(S(=O)(=O)NCCNC(=O)c2nonc2N)cc1	0.1	-2	0.7	5
c1ccc2[nH]c(Cc3nnc4n3CCCCC4)nc2c1	-0.1	11	-0.1	-7
NC(=O)c1c(NC(=O)C2CCCCC2)sc2c1CCN(Cc1ccccc1)C2	-0.1	11	0.3	-7
O=C(OCc1nc2ccccc2s1)c1cc(S(=O)(=O)N2CCOCC2)ccc1O	0.0	-17	0.4	14
Nc1ncc(Br)cc1S(=O)(=O)NCc1cccs1	0.0	-6	1.3	10
COCCSc1nnc(C2CCN(Cc3ccc4cccc(OC)c4n3)CC2)n1C	-0.1	6	-0.3	-2
CCOc1ccc2cc(C3CC(c4ccccc4)=NN3C(C)=O)c(=O)[nH]c2c1 (stereo not given)	0.0	6	0.3	-2
CS(=O)(=O)N(CC(=O)NCCSCc1ccco1)c1ccc(F)c(Cl)c1	-0.3	-12	-1.4	-5
CC1CCCC(NC(=O)c2ccc3c(c2)NC(=O)c2ccccc2N3)C1C (stereo not given)	-0.1	-4	-0.3	4
COc1cccc(CN2CCC(N(C)C(C)c3ccon3)CCC2=O)c1 (stereo not given)	0.0	8	-0.3	6
COc1ccc(C(=O)Nc2ccc3oc(-c4ccc(F)cc4Cl)nc3c2)cc1[N+](=O)[O-]	1.0	-11	0.5	11
CCOc1ccccc1NC(=O)/C=C/c1cc(OC)c(OC)c(OC)c1	0.0	8	-0.5	11
